Screening data: PubChem, several laboratories
CHRM5 agonist = CHRM5 agonism in calcium assay. CHO-K1 hM5 cells, Fluo-8 calcium fluorescence; 0% DMSO wells, 100% maximal acetylcholine response. P08912. 360,000 tested, 0.19% active. AID 624037. activation, % at 3 µM;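 active = activation above the run's mean over test compounds plus 3 SD, cut at about 23% in these data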;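 note: signal is peak over basal fluorescence ratio across the kinetic read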
CRFBP-R2 block = blocks CRF-induced signaling of the CRF-BP/CRF-R2 complex; HEK293 CRF-R2/CRF-BP, CRF-induced calcium fluorescence; inhibition, % at 11.8 µM; 350,000 tested, 0.59% active; AID 588475;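 active = inhibition of the ligand-induced calcium signal above about 50% at the single tested concentration, limit read from the data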
CHRM4 PAM = potentiates acetylcholine response at human M4 receptor. P08173. CHO-K1 hM4/Gqi5, Fluo-8 calcium fluorescence, ACh EC20; 0% = ACh EC20, 100% = maximal ACh. activation, % at 3 µM. 360,000 tested, 0.4% active. AID 624126;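 active = activation above its plate's cutoff, the mean activation of sample wells plus 3 SD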; note: some results filed as inactive read as strong as hits
Target sequence (P08173 whole entry, looked up): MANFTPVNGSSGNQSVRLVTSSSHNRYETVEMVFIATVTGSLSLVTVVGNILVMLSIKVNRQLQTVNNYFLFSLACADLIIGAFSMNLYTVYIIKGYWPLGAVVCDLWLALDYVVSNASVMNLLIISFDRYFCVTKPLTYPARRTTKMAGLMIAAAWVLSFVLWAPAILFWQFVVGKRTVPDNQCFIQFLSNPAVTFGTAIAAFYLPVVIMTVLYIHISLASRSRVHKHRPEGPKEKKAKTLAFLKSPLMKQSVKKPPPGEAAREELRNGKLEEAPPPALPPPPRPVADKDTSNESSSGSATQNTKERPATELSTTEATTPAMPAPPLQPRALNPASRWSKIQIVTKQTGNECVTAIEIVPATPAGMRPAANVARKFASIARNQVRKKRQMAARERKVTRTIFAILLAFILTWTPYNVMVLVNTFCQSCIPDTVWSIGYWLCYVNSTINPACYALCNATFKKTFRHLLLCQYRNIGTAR
CRFBP-R2 agonist = agonists of human CRF-binding protein/CRF-R2 receptor complex; 350,000 tested, 0.46% active; activation, % at 13.2 µM; HEK293 CRF-R2/CRF-BP, calcium dye fluorescence (FLIPR); percent of saturating CRF peptide response;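 active = activation of at least 50%, plus an integration ratio under a set limit after plate pattern correction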;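 note: plate controls were neutral control wells without compound for no effect and CRF at EC100 for full effect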
M5 antag = blocks acetylcholine activation of human M5 receptor; P08912; CHO-hM5 cells, Fluo-8 calcium fluorescence, ACh EC80; inhibition, % at 3 µM; 360,000 tested, 0.59% active; AID 624040;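 active = inhibition above a per-plate cutoff, the mean of that plate's test compounds plus 3 SD, cut at about 27% in these data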;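 note: 0% = acetylcholine EC80 with DMSO and 100% = DMSO without agonist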
CHRM4 antagonist = CHRM4 antagonism in calcium assay | CHO-hM4 cells, ACh EC80, Fluo-8 calcium fluorescence | inhibition, % at 3 µM | P08173 | 360,000 tested, 0.73% active;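 active = inhibition above its plate's cutoff, the mean inhibition of sample wells plus 3 SD, cut at about 27% in these data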;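 note: 0% = acetylcholine EC80 with DMSO and 100% = DMSO without agonist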
M5 PAM = positive allosteric modulators of human muscarinic M5 receptor | P08912 | CHO-K1 hM5, Fluo-8 calcium, ACh EC20 PAM; 0% = ACh EC20, 100% = ACh EC100 | activation, % at 3 µM | 360,000 tested, 0.3% active | AID 624038;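 active = activation above the run cutoff, the mean activation of all test compounds plus 3 SD, cut at about 18% in these data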
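system = human M5 receptor in CHO-K1 cells | compound = one concentration, 3 µM final (nominal) | schedule = Post-acetylcholine fluorescence recording 140 s | signal = Fluo-8 calcium dye fluorescence, kinetic read | benchmarks = low control EC20 acetylcholine (0%), high control EC100 acetylcholine (100%) | repeats = singlicate, one well per test compound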
M1 PAM = positive allosteric modulators of human M1 muscarinic receptor. P11229. CHO-K1 hM1, Fluo-8 calcium fluorescence, ACh EC20; 0% = ACh EC20, 100% = maximal ACh. activation, % at 3 µM. 360,000 tested, 0.088% active. AID 588819; in the data active = activation above about 19%, passing the limit was not always enough
Target sequence (P11229 whole entry, looked up): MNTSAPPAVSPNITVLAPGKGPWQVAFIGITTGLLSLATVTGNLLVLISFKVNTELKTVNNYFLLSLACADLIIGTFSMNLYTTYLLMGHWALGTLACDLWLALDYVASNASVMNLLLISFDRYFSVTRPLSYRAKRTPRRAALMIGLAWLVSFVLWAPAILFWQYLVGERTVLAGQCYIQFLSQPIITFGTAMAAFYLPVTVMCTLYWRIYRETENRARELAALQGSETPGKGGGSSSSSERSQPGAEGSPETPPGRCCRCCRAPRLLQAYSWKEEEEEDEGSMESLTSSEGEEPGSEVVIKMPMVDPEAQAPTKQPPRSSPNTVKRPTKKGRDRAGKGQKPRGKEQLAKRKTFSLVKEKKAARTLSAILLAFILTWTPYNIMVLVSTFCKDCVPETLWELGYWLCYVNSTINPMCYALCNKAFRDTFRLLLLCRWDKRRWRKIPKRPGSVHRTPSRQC
CHRM4 agonist = CHRM4 agonism in calcium assay; CHO-K1 hM4/Gqi5, Fluo-8 calcium fluorescence; vehicle 0%, full acetylcholine response 100%; activation, % at 3 µM; 360,000 tested, 0.14% active;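 active = activation above the run mean over all test wells plus 3 SD, cut at about 32% in these data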;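 note: peak over basal fluorescence ratio per well then scaled between controls; 0% = DMSO wells and 100% = acetylcholine at EC100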
Active calls of the source: *; nt = no result given. Rows are unselected, and some 2.6% of all compounds hit somewhere here.

SMILES	CHRM5 agonist	CRFBP-R2 block	CHRM4 PAM	CRFBP-R2 agonist	M5 antag	CHRM4 antagonist	M5 PAM	M1 PAM	CHRM4 agonist
CSc1ccccc1NC(=O)c1noc2c1CCC2	1	8	-1	-1.1	0	4	-1	2	-1
COc1ccccc1OCC(=O)NCc1nc(-c2ccccc2)no1	-1	-4	4	-3.6	4	-12	5	9	3
Cc1ccc(C(=O)OCC(=O)Nc2cc(S(C)(=O)=O)ccc2Cl)cc1S(=O)(=O)N1CCCCC1	1	12	-7	0.5	2	-7	-10	-6	14
CC(C)(C)OC(=O)CNC(=O)c1nc[nH]c1C(=O)NCc1ccccc1	1	-10	14	-0.5	16	6	-11	6	7
C=CCN(C(=O)Cn1c(C(=O)OC)cc2oc(C)cc21)c1ccccc1	4	-11	4	18	-6	-10	0	9	5
NC(=S)Nc1cc(Cl)cc(Cl)c1	6	13	-5	-0.3	-1	-12	-5	14	6
COc1cc(/C=N/NC(=O)c2cccc(S(=O)(=O)N3CCOCC3)c2)cc(OC)c1O	3	0	2	-0.6	10	0	2	2	1
CC1(Oc2ccccc2-c2ccn[nH]2)CCN(Cc2ccc(OC(F)(F)F)cc2)C1 (stereo not drawn)	-1	nt	-5	nt	1	-12	-8	3	3
Cc1nc(CC(=O)NNS(=O)(=O)c2ccc3ccccc3c2)cs1	-2	35	4	-1.3	-1	5	-1	8	1
CC(=NNc1nc2ccccc2s1)c1ncccn1	11	4	0	0.8	16	48*	1	2	12
NC(=O)CC(NC(=O)Cc1ccc(Br)cc1)c1ccc(N2CCN(c3ccccc3)CC2)c([N+](=O)[O-])c1 (stereo not drawn)	-2	19	0	-1.8	9	4	5	0	0
COC(=O)c1ccc(OCC(O)CN2CCC(C)CC2)cc1 (stereo not drawn)	2	17	1	-1.5	3	-11	-2	0	1
CCOC(=O)C1(CC)NC(c2ccco2)C2C(=O)N(C)C(=O)C21 (stereo not drawn)	-6	-11	7	4.2	-5	6	-6	11	1
Cc1ccc(N(CC(=O)Nc2c(C)n(C)n(-c3ccccc3)c2=O)S(C)(=O)=O)c(C)c1	0	-8	15	0.4	11	-6	2	11	2
COc1ccc(C(NC(=O)c2ccc(=O)[nH]c2)C(=O)Nc2ccc(C(C)C)cc2)cc1 (stereo not drawn)	-1	-26	-6	58*	7	14	-2	1	0
CCc1nc2c(c(=O)[nH]1)C1(CCCC1)Cc1ccccc1-2	4	-23	2	-0.4	-1	1	9	5	1
CCN(C(=O)COC(=O)c1ccc2c(c1)OCO2)c1ccc(F)cc1	-3	-26	0	-0.5	14	-4	7	-1	3
OC(CNCc1ccc(Cl)cc1)C(F)(F)F (stereo not drawn)	-1	-2	4	0.5	-17	-12	6	8	1
Clc1ccc(Nc2ncn[nH]2)cc1	-2	9	10	-2.7	5	-22	-6	5	2
CCN(CC(=O)Nc1ccc(C(C)=O)cc1)CC(=O)Nc1ccc2c(c1)OCCO2	-3	5	0	0.5	19	0	-1	0	3
Cc1ccc(N/C(N)=N/c2nc3c(c(=O)[nH]2)CCCC3)c(C)c1	3	-10	4	-1.3	4	2	-6	1	1
COc1ccc(CC(=O)N(c2ccccc2)c2nc(C)cs2)cc1	-2	-10	-3	0.6	13	14	-3	-3	2
COc1ccc(OC)c(CNS(=O)(=O)c2c(C)nc3scc(C)n3c2=O)c1	-1	1	-1	-0.4	-9	-3	-2	2	1
CC(OC(=O)c1c(F)cccc1F)C(=O)NCCC1=CCCCC1 (stereo not drawn)	-7	-2	2	-4.7	0	-9	1	1	2
COCCOc1cc(NC(=O)CS(=O)(=O)CC(=O)N(C)C)c(Cl)cc1Cl	-3	-11	8	8.9	-5	-10	-2	12	3
(continued)
SMILES	CHRM5 agonist	CRFBP-R2 block	CHRM4 PAM	CRFBP-R2 agonist	M5 antag	CHRM4 antagonist	M5 PAM	M1 PAM	CHRM4 agonist
O=S(=O)(c1ccc(S(=O)(=O)N2CCC(O)CC2)cc1)N1CCCC1	-3	-3	-8	-0.2	21	13	-8	-4	0
O=c1cc(CN2CCN(C/C=C/c3ccccc3)CC2)c2cc(O)c(-c3ccccc3)cc2o1	2	-50	-9	4.0	-1	6	2	5	3
CCN1CCN(CC(=O)Nc2ccc(Cl)c(Cl)c2)C(=O)C1=O	0	-7	2	10	2	0	-4	7	0
COc1cccc(C(=O)/C=C/Nc2ccc(S(=O)(=O)Nc3cnc4ccccc4n3)cc2)c1	-4	33	1	-0.1	2	0	-4	12	1
O=C(NC1CCN(Cc2ccccc2)CC1)c1cccc(S(=O)(=O)Nc2ccc(SC(F)F)cc2)c1	-3	-26	4	1.5	9	-11	-7	-1	17
CC(C)c1cc(-c2cc(C(=O)NCc3ccccc3)on2)nc(NCC2CC2)n1	36*	-40	-7	96*	28*	41*	8	6	43*
Cc1nc(N)c(C#N)c(-c2ccccc2)c1C	-6	-6	13	-1.8	-6	-1	0	-1	1
Cn1c(NC(=O)Cc2cccs2)cc(=O)n(C)c1=O	1	5	3	0.9	0	-18	1	4	1
CC(OC(=O)c1cc(=O)[nH]c2ccccc12)C(=O)NCc1ccccc1 (stereo not drawn)	1	-5	-3	0.2	1	5	0	3	1
COc1cccc(-c2cc(C(F)(F)F)nc(-n3ccc([N+](=O)[O-])n3)n2)c1	-1	-8	-6	-1.6	5	7	2	7	0
COC(=O)c1cc2occc2n1Cc1nc(-c2ccccc2Cl)oc1C	-4	17	-12	-0.1	12	-1	-22	-26	0
Fc1cc2ncn(Cc3ccccc3)c2cc1F	-2	-10	6	-2.1	1	-4	-4	11	1
COc1cc(C2C(C#N)=C(N)Oc3n[nH]c(-c4ccccn4)c32)cc(OC)c1OC (stereo not drawn)	1	52*	9	-1.1	-1	-1	1	3	-1
O=C(COc1ccc(Br)cc1)NCCNC(=O)c1cccnc1	-1	3	9	-1.7	7	-8	8	13	2
COc1ccc(C(=O)Nc2nnc(CCS(=O)(=O)c3ccc(C)cc3)s2)cc1	-1	7	-3	-0.1	8	-3	-2	8	1
CCc1ccccc1NC(=O)NC1CCCCC1	-2	27	12	-1.5	6	-2	4	2	1
Cc1c(NS(=O)(=O)CC23CCC(CC2=O)C3(C)C)c(=O)n(-c2ccccc2)n1C (stereo not drawn)	-3	5	20	-2.6	17	24	1	-1	2
O=C(c1ccc2c3c(cccc13)CC2)C1CCCN(Cc2ccccn2)C1 (stereo not drawn)	-9	-23	-17	6.7	0	-10	-3	-16	2
O=C(CN1CCCCC1)Nc1ccc(NC(=O)c2ccc(Cl)cc2)cc1Cl	-2	-19	7	6.2	-2	-10	0	6	0
CCOC(=O)c1ccc(S(=O)(=O)Nc2ccc(N3CCOCC3)cc2)cc1	4	-1	-8	1.1	10	-3	-5	2	9
O=C1N(Cc2cccc(Cl)c2)C[C@@H]2C[C@@H](c3ccsc3)N3CCC[C@@]123	-10	-21	-18	-0.9	-8	16	-5	-30	2
O=C(CC[C@H]1O[C@@H](n2cnc3c(NC(=O)c4ccccc4)ncnc32)[C@H](O)[C@@H]1O)NCc1ccc2c(c1)OCO2	1	nt	8	nt	0	-12	2	8	0
COc1ccc(/C=C(/NC(=O)c2ccccc2)C(=O)N2CCC(C)CC2)cc1	1	-14	-4	0.4	17	-3	-3	16	2
COc1ccc(NC(=O)C(NC(C)=O)C(=O)NCc2ccccc2OC)cc1 (stereo not drawn)	-5	-4	3	-0.8	12	4	0	-5	1
CCCCCc1ccc(OCCCC[n+]2ccc(C)cc2)c(CCCCC)c1	-17	-50	-24	29	22	48*	-31	-10	11
(continued)
SMILES	CHRM5 agonist	CRFBP-R2 block	CHRM4 PAM	CRFBP-R2 agonist	M5 antag	CHRM4 antagonist	M5 PAM	M1 PAM	CHRM4 agonist
Cc1nc(SCCCSc2n[nH]c(C)n2)n[nH]1	-4	-13	10	-0.3	0	-12	-1	4	1
CC(=O)c1cc(C#N)c(Oc2ccc(Cl)cc2Cl)nc1C	-4	55*	12	-5.8	10	1	-1	2	0
CCc1c(C)nc(N2CCOCC2)[nH]c1=O	1	-3	10	0.3	-1	6	-3	10	0
COc1ccccc1-c1sc2ccccc2c1-c1ccc(OCCN2CCCCC2)cc1	-1	15	-2	6.8	-4	1	0	7	8
CCC1CCCCN1CCn1c(=S)[nH]c2cc(OC)c(OC)cc2c1=O (stereo not drawn)	-4	7	3	2.2	6	7	-1	-3	0
Cn1c(C=O)c(-c2ccc3cc[nH]c3c2)c2ccccc21	0	-1	-4	-1.6	21	10	-4	-9	1
CCOc1ccccc1NC(=O)c1ccc2nccnc2c1	2	10	10	-0.5	-2	-19	-4	3	1
Cc1nc(N)ncc1-c1ccc2c(c1)OCO2	-6	12	2	0.2	0	-8	9	5	0
COC(=O)c1ccc2c(=O)[nH]c(CSc3nnc(C(F)(F)F)n3C)nc2c1	2	13	4	-0.2	-8	3	3	13	0
Cc1ccccc1C(=O)NCC(=O)OCC(=O)NC(C)C1CC2CCC1C2 (stereo not drawn)	3	4	-6	0.1	-5	9	-3	-1	1
C=C[C@]1(C)C=C2CCC3[C@](C)(CCC[C@@]3(C)C(=O)O)C2CC1 (stereo partly drawn)	3	5	8	15	10	-10	-1	4	0
CC(C(=O)Nc1sc2c(c1C(=O)NCC1CCCO1)CCC2)N1C(=O)c2ccccc2C1=O (stereo not drawn)	0	-5	-2	-0.6	-9	4	8	8	0
O=C(Nc1ccccc1Cl)Nc1ccnn1C1CCN(C(=O)c2cscn2)CC1	1	13	3	-1.2	-2	-10	-3	2	1
COc1ccc(CC2SC(=Nc3ccc(F)cc3)NC2=O)cc1 (stereo not drawn)	-3	-7	-1	0.8	1	2	-1	2	3
CC(C)C(=O)Nc1cccc(-c2nc3ncccc3o2)c1	-1	5	1	0.9	9	8	-6	6	3
COc1cc(NC(=S)N2CCCC(C)C2)cc(OC)c1OC (stereo not drawn)	-2	0	5	-0.7	8	-2	-5	-4	1
CC(C)=C(NC(=O)c1ccccc1)C(=O)Nc1ccc(C(=O)O)cc1	1	-4	-4	0.7	13	-2	-10	3	1
CCCC(=O)Nc1sc(Cc2ccccc2)c(C)c1C(N)=O	2	-9	11	0.6	6	0	0	7	1
CN(CC(=O)NCc1ccc(F)cc1)CC(=O)Nc1ccc(Cl)c(C(F)(F)F)c1	14	-30	-5	9.4	22	13	-11	-2	21
COCCCNC(=O)c1cccc2c(-c3ccc(OC)cc3C)coc12	1	nt	2	nt	6	-10	-5	-3	8
CCN(CC)C(=O)c1ccc(C(=O)Nc2ccc(F)cc2)cc1	1	-4	12	0.0	2	-11	0	9	2
Cc1csc(N(C(=O)c2ccc(S(=O)(=O)N(C)C)cc2)c2ccccc2)n1	-2	-4	0	-0.3	-4	-1	-2	4	1

As a short view, 3 of the compounds above.
SMILES	CHRM5 agonist	CRFBP-R2 block	CHRM4 PAM	CRFBP-R2 agonist	M5 antag	CHRM4 antagonist	M5 PAM	M1 PAM	CHRM4 agonist
COc1ccccc1-c1sc2ccccc2c1-c1ccc(OCCN2CCCCC2)cc1	-1	15	-2	6.8	-4	1	0	7	8
CCC1CCCCN1CCn1c(=S)[nH]c2cc(OC)c(OC)cc2c1=O (stereo not drawn)	-4	7	3	2.2	6	7	-1	-3	0
Cn1c(C=O)c(-c2ccc3cc[nH]c3c2)c2ccccc21	0	-1	-4	-1.6	21	10	-4	-9	1

Limited to CHRM4 antagonist, M5 PAM and M5 antag, for two of the compounds above:
structure	CHRM4 antagonist	M5 PAM	M5 antag
CN(CC(=O)NCc1ccc(F)cc1)CC(=O)Nc1ccc(Cl)c(C(F)(F)F)c1	13	-11	22
CC(=O)c1cc(C#N)c(Oc2ccc(Cl)cc2Cl)nc1C	1	-1	10
